Source: PubChem BioAssay (National Center for Advancing Translational Sciences (NCATS))
Giardia FBPA inh: Giardia lamblia aldolase inhibition. A8B2U2. purified Giardia FBPA. AID 2451. actives 0.71% (n = 290,000). Potency, µM (doses to about 59.6 µM), without a hit: at the top dose activity, negative = inhibition, usual class: inhibitors; also: potency is read from the fitted curve at half-maximal effect; nearly all actives have a fitted effect of over 55% in size
Target sequence (A8B2U2 whole entry, looked up): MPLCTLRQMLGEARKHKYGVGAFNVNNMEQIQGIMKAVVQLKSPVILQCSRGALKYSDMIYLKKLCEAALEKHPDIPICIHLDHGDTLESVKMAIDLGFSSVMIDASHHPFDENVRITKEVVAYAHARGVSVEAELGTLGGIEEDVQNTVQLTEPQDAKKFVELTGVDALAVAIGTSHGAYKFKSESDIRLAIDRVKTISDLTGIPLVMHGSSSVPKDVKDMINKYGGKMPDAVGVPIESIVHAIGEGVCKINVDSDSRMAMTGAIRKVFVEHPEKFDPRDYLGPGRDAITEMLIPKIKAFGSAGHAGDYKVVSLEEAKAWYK
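Giardia FBPA (40 nM reagent) was preincubated 10 min at RT with compound (up to 57.5 uM final), then substrate plus GAPDH/TPI/NAD/arsenate coupling system with diaphorase/resazurin was added; resorufin fluorescence (525/598 nm) was read after 20 min.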
AmpC no deterg: inhibitors of E. coli AmpC beta-lactamase without detergent; AmpC nitrocefin hydrolysis, absorbance 480 nm, 0.0001% Triton; Potency, µM (highest dose often 57.1 µM), for inactives: top-dose activity change, negative = inhibition, usual class: inhibitors; actives 0.52% (n = 330,000);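 also: potency is read from the fitted curve at half-maximal effect; plate controls were no compound for no effect and no enzyme for full effect; nearly all actives have a fitted effect of over 20% in size; some results filed as inactive show a strong effect at the top dose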
Target sequence (P00811 whole entry, looked up): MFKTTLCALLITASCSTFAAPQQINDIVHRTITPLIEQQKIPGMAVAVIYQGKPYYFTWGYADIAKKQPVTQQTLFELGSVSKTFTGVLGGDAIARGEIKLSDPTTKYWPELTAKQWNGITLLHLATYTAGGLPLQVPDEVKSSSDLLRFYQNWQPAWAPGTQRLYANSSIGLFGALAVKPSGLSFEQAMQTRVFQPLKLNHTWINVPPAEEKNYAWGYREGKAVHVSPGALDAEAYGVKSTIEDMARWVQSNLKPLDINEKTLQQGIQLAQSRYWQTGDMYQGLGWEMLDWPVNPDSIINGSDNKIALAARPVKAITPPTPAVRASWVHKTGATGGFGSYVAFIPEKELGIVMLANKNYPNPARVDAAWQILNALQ
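20 mM phosphate pH 7.0 + 0.01% (detergent screen) or 0.0001% Triton X-100; 5.3 nM AmpC reagent; cpd preinc 15 min RT; nitrocefin (800 uM stock) to start; A480 q20 s × 4 min; Activity was normalised to no-enzyme and no-compound control wells.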
Sm TGR inh: S. mansoni TGR enzyme inhibition; Potency, µM (series often up to 114 µM), inactives show top-dose activity change, negative = inhibition, actives largely listed as inhibitors; AID 485364; purified TGR, DTNB reduction, TNB absorbance 405 nm; Q962Y6; actives 3% (n = 360,000); also: potency is read from the fitted curve at half-maximal effect; nearly all actives have a fitted effect of over 60% in size
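TGR 20 nM + NADPH 100 uM (dispensed conc.), cpd preinc 15 min RT; start with NADPH (500 uM addition) then DTNB (15 mM addition). Kinetic TNB absorbance, 405 nm filter. Four-parameter Hill fit across titration.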
AMA1 RON2 block: AMA1-RON2 (P. falciparum) interaction inhibition; AlphaScreen AMA1-biotinylated RON2 peptide binding; Potency, µM (doses to about 58.2 µM), inactives show top-dose activity change, negative = inhibition, most hits filed as inhibitors; actives 0.2% (n = 360,000); AID 720542;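 also: potency is read from the fitted curve at half-maximal effect; 0% = vehicle wells and -100% = peptide control; nearly all actives have a fitted effect of over 45% in size; some results filed as inactive show a strong effect at the top dose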
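AMA1 (3D7) with his tag at 25 nM final met compounds first, then biotinylated RON2 peptide at 25 nM; detection used donor plus acceptor beads, 10 µg/mL apiece, read by AlphaScreen after 30 min at room temperature.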
HCMV inh: human cytomegalovirus inhibition. HFF cells, HCMV-luciferase reporter, 72 h; stronger effect = lower value. activity change, negative = inhibition, % at 57.5 µM. actives 4.5% (n = 410,000). AID 1259415; in the data active = activity change below about -60%; inconclusive = no clear call, values can overlap the other calls; inactive = above about -39%
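Two-dose cell screen: HFF monolayers treated with compounds and infected with luciferase-expressing HCMV at 1 PFU/cell, 72 h at 37C, then lysed for luciferase measurement.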
AmpC detergent: AmpC beta-lactamase inhibition with detergent present; Potency, µM (series often up to 114 µM), for the others: at the top dose activity change, negative = inhibition, most hits filed as inhibitors; AmpC hydrolysis of nitrocefin, absorbance 480 nm, 0.01% Triton; AID 485294; actives 0.041% (n = 370,000);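 also: potency is read from the fitted curve at half-maximal effect; 0% = no-compound wells and -100% = no-enzyme wells; nearly all actives have a fitted effect of over 25% in size; some results filed as inactive show a strong effect at the top dose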
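20 mM phosphate pH 7.0 + 0.01% (detergent screen) or 0.0001% Triton X-100; 5.3 nM AmpC reagent; cpd preinc 15 min RT; nitrocefin (800 uM stock) to start; A480 q20 s × 4 min; Activity was normalised to no-enzyme and no-compound control wells.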
Numbers without * were called inactive; ? = inconclusive; / = not tested or not shown; [ ] = another dose, or the depositor's remark. Unless noted, calls follow the shape of the dose curve; as a rule, active = well fitted curve in the direction sought with a large enough effect; inconclusive = small, poorly fitted or top-dose-only effect, or another doubt; inactive = no such curve, though single readings can be large; an effect the other way counts as inactive or inconclusive. Unless noted, % is scaled to controls: 0 for no effect and ±100 for the full control effect.

compound	Giardia FBPA inh	AmpC no deterg	Sm TGR inh	AMA1 RON2 block	HCMV inh	AmpC detergent
CC(O)(CS(=O)(=O)c1cccc(C(F)(F)F)c1)C(=O)Nc1cccc(C(F)(F)F)c1 (stereo unspecified)	-12.8%	40.6%	-1.1%	-12.1%	27.0	?
COc1cc(-c2nc(CCNC(=O)c3ccco3)cs2)cc(OC)c1OC	/	5.0%	-16.1%	16.5%	2.0	1.6%
O=C(CN1CCN(Cc2ccccc2Cl)C1=O)NCc1ccccc1Cl	/	/	5.01µM*	/	-4.1	8.5%
COc1ccc(CN2CCN(C(=O)c3ccc(S(=O)(=O)NCc4ccco4)cc3)CC2)cc1F	/	62.6%[activator]	-5.7%	-21.0%	?	?
CCCn1c(=O)c2[nH]cnc2n(-c2ccc(Cl)cc2)c1=O	-20.4%	-7.5%	9.4%	11.1%	3.5	7.9%
COc1ccc(NC(=O)C2CCN(c3cc(-c4ccccc4)nc4ncnn34)CC2)cc1OC	-5.2%	-1.1%	0.0%	-1.3%	-89.4*	-3.4%
COc1ccc(N2CCN(Cc3nc4c(c(=O)[nH]c(=O)n4C)n3CCCc3ccccc3)CC2)cc1	-0.1%	155.6%[activator]	0.2%	1.5%	-9.2	-8.8%
COc1ccc(NC2CC(=O)N(C)C2=O)cc1 (stereo unspecified)	1.4%	-6.1%	15.8µM*	-4.0%	11.9	-2.4%
COc1ccc(NS(=O)(=O)c2cccc(C(=O)NCC(c3ccco3)N(C)C)c2)cc1 (stereo unspecified)	/	-33.5%	?	48.9%[activator]	4.0	-8.3%
Cc1cc2nc(-c3cccc(NC(=O)c4ccc(Br)o4)c3C)oc2cc1C	2.6%	-23.8%	0.9%	-4.5%	10.9	0.1%
Cc1ccc(NC(=O)c2ccc(=O)n(Cc3ccccc3C)c2)c(C)c1	/	/	-3.6%	/	-37.7	-6.6%
Nc1ncnc2c1ncn2C1CCCC1	-3.2%	-20.2%	-7.5%	15.4%	-1.4	-12.0%
Cc1ccc(C2CC(c3ccccc3)=NN2c2ccccc2)o1 (stereo unspecified)	6.8%	-36.6%	-8.9%	-16.5%	5.8	-3.7%
OCCN1CCN(CC(O)COCC2COc3ccccc3O2)CC1 (stereo unspecified)	-8.3%	-15.9%	-2.3%	0.0%	36.4	-0.7%
CSc1ccc(CN(C)C(=O)c2cccc(S(=O)(=O)N3CCN(Cc4ccccc4)CC3)c2)cc1	/	147.9%[activator]	-2.1%	-21.9%	?	-22.9%
CCOc1cc(/C=N/O)ccc1OCc1ccc(F)cc1	-18.5%	-4.1%	-11.8%	-0.6%	-30.4	-7.8%
CCS(=O)(=O)n1nc(-c2ccc(Cl)cc2)nc1SC	-0.8%	-5.1%	15.8%	4.4%	11.0	0.2%
COc1ccccc1Nc1nc(-c2cccc(N3C(=O)c4ccccc4C3=O)c2)cs1	3.3%	-19.3%	-3.2%	-13.1%[2.32 µM]	-34.4	-12.6%
O=C(COc1ccc(S(=O)(=O)NCc2ccccc2)cc1Cl)NCC1CCCO1 (stereo unspecified)	0.6%	49.7%	8.6%	-4.1%	15.2	-4.4%
COc1ccc(NC(=O)N(CCN2CCCC2)Cc2cc3cc(OC)c(OC)cc3[nH]c2=O)cc1	-6.8%	24.5%	-29.2%	-3.8%	7.8	-15.7%
N#Cc1ccccc1NC(=S)NC(=O)C1CCC1	/	-31.1%	?	94.3%[activator]	?	?
CSc1cccc(NC(=O)c2ccco2)c1	-4.2%	-23.3%	0.0%	14.1%	-6.7	-13.9%
O=C(Nc1ccccc1N1CCOCC1)c1cccc(Oc2ccccc2)c1	-3.6%	-15.7%	-8.9%	-3.1%	-33.7	?
C=CCc1ccc(OCCCOc2ccc(C(=O)O)cc2)c(OC)c1	29.5%	-13.1%	0.3%	0.3%	-7.5	2.4%
Cc1c(C(=O)c2ccccc2)c2ccccn2c1CCC#N	-16.4%	-34.0%	?	7.7%	-36.4	1.2%
CN(C)CCCN1C(=O)C(=O)/C(=C(/O)c2ccncc2)C1c1cccc(Br)c1 (stereo unspecified)	8.4%	-30.4%	0.0%	-0.7%	-14.4	-10.4%
O=C(O)c1cc(-c2ccncc2)nc2ccc(S(=O)(=O)N3CCOCC3)cc12	2.9%	-14.4%	11.5%	8.9%	1.9	?
COc1cc(OC)c(OC)cc1/C=N/Nc1ncnc2c1[nH]c1ccc(C)cc12	1.0%	-2.3%	-5.9%	-1.1%	-10.9	?
Cc1oc2ccc(O)c(CN3CCN(C)CC3)c2c1C(=O)Nc1ccccc1	/	/	9.0%	/	7.0	15.0%
CC(C)(C)NCCCCOc1ccc(F)cc1	-1.4%	-14.5%	0.5%	-0.3%	-19.8	-18.3%

Two of the compounds above, with each value named.
CSc1cccc(NC(=O)c2ccco2)c1
  Giardia FBPA inh: -4.2%	AmpC no deterg: -23.3%	Sm TGR inh: 0.0%	AMA1 RON2 block: 14.1%	HCMV inh: -6.7	AmpC detergent: -13.9%
O=C(Nc1ccccc1N1CCOCC1)c1cccc(Oc2ccccc2)c1
  Giardia FBPA inh: -3.6%	AmpC no deterg: -15.7%	Sm TGR inh: -8.9%	AMA1 RON2 block: -3.1%	HCMV inh: -33.7	AmpC detergent: ?

Remaining list, next part:
compound	Giardia FBPA inh	AmpC no deterg	Sm TGR inh	AMA1 RON2 block	HCMV inh	AmpC detergent
CCSc1nnc(Cn2c(=O)sc3ccccc32)n1-c1ccc(OC)cc1	12.2%	6.3%	-14.4%	-0.5%	-10.7	1.0%
C[N+]1(CCOC(=O)C2(c3ccccc3)CCCC2)CCCCC1	0.8%	-5.3%	-0.7%	14.3%	-10.3	0.3%
CC1CCN(C(=O)CN(C2CCCCC2)S(C)(=O)=O)CC1	1.2%	-0.2%	53.3%[activator]	-13.3%	16.2	3.6%
O=C(O)c1ccc(Nc2ncc([N+](=O)[O-])cc2[N+](=O)[O-])cc1	-9.2%	-11.0%	-13.0%	2.6%	10.4	-3.1%
COc1cccc(NC(=O)Cn2cnc3c(oc4nc5c(cc43)CCCC5)c2=O)c1	/	3.8%	-8.7%	-3.0%	8.3	-12.7%
Cn1c(=O)c2c(nc(Sc3ncccn3)n2Cc2ccccc2Cl)n(C)c1=O	-4.7%	25.3%	-5.1%	-2.6%	-9.0	-8.0%
COc1ccc(S(=O)(=O)N(C)C[C@H]2Oc3c(cccc3N(C)C)C(=O)N([C@H](C)CO)C[C@@H]2C)cc1	/	179.3%[activator]	/	17.7%	-14.9	/
COc1ccc(N2CCN(S(=O)(=O)c3ccc(-c4ccno4)cc3OC)CC2)cc1	/	/	-14.6%	/	-11.8	3.8%
COc1cc(/C=C2\SC(=S)N(C(C(=O)O)c3ccccc3)C2=O)ccc1O (stereo unspecified)	7.9%	-34.1%	-16.9%	-7.5%	?	2.9%
CC(OCCN1CCCC1)(c1ccc(F)cc1)c1ccc(F)cc1	-3.1%	30.5%	0.1%	-5.7%	-6.1	?
CN(C)c1oc(/C=C/c2cccs2)nc1S(=O)(=O)c1ccccc1	-9.6%	-20.9%	35.5µM*	-10.7%	?	-2.1%
CCN(CC)CCOC(=O)c1ccc(NC(=O)CSc2cc(=O)n(CC)c3ccccc23)cc1	/	/	8.2%	/	62.0	10.5%
COc1ccc(C(C)NC(=O)C2CCCC2)cc1 (stereo unspecified)	14.0%	-12.4%	17.8%	3.9%	-5.2	-9.2%
Cc1nc2nc(NC(=O)c3ccc(F)cc3)[nH]n2c(=O)c1Cc1ccccc1	/	/	-13.3%	/	3.4	22.4%
COc1ccc(S(=O)(=O)N2CCN(CC(=O)N3c4ccccc4CC3C)CC2)cc1OC (stereo unspecified)	/	151.6%[activator]	6.9%	6.9%	-15.2	-7.4%
CCCc1cc(=O)[nH]c(SCC(=O)Nc2cc(S(=O)(=O)N(CC)c3ccccc3)ccc2Cl)n1	/	-38.0%	/	-24.3%	-19.8	/
O=C(CNC(=O)C12CC3CC(CC(C3)C1)C2)N/N=C\c1ccccn1	1.8%	-16.1%	-4.2%	7.8%	-31.7	1.7%
COc1cc(C(=O)NCC(=O)NNC(=O)CN(C)S(=O)(=O)c2ccc(Cl)cc2)cc(OC)c1OC	/	-9.2%	/	85.2%[activator]	28.7	/
CCOC(=O)Cn1c(S(=O)(=O)Cc2ccccc2)nc2ccccc21	2.9%	-8.0%	-14.6%	0.0%	5.8	?
O=C(COc1ccccc1[N+](=O)[O-])N/N=C/c1cccc(OC(=O)c2ccc3c(c2)OCO3)c1	1.8%	-20.6%	-1.4%	-2.9%	74.4	?
Cc1ccc(-c2nc3ccccc3s2)cc1NC(=O)COc1ccccc1	/	/	-0.1%	/	82.2	12.8%
COc1ccc(F)cc1-c1nc(N)nc(N)n1	/	-10.7%	-5.2%	6.0%	-2.4	11.5%
C/C(=N\Nc1ccccc1Cl)c1ccc(-n2ccnc2)cc1	-1.6%	-6.4%	/	-15.7%	-17.0	1.6%
CC(C)c1ccc2[nH]c(O)c(N=NC(=S)NCCc3ccccc3)c2c1	11.0%	-20.6%	4.2%	18.0%	?	2.2%
O=C(CSC1=NCCS1)Nc1ccnc2ccccc12	-0.4%	-15.0%	-6.6%	-2.0%	-73.3*	-9.4%
O=C(CN1C(=O)C2C3CCC(C3)C2C1=O)OCC(=O)c1cccc([N+](=O)[O-])c1 (stereo unspecified)	2.8%	-10.5%	-10.4%	11.6%	12.8	-7.5%
CS(=O)(=O)c1ccc2nc(NC(=O)C3CCCCC3)sc2c1	1.2%	-18.5%	-8.2%[11.4 µM]	-0.6%	-30.3	-7.6%
O=C(C(NS(=O)(=O)c1cccc2nsnc12)c1ccccc1)N1CCN(c2ccccn2)CC1 (stereo unspecified)	-7.4%	4.4%	-22.2%	0.6%	-2.5	?
O=C(CN1CCN(c2ccc(F)cc2)CC1)NCc1ccc(F)cc1	6.2%	32.5%	3.8%	-6.8%	-22.5	-12.5%
CCOc1nc(-c2ccc(Cl)cc2)nc2ccccc12	4.4%	-26.6%	3.7%	24.9%	124.9	?
CCOC(=O)CNc1c(-c2ccc(O)cc2)nc2ccc(Cl)cn12	?	-20.4%	-26.0%	-8.5%	24.3	8.1%
Cc1ccc(C(=O)NC(C)c2ccc(-n3ccnc3)cc2)o1 (stereo unspecified)	/	-6.4%	-11.7%	19.3%	-2.6	-16.2%
O=C(Nc1cccnc1)C12CC3CC(CC(C3)C1)C2	1.2%	-17.1%	7.3%	13.3%	-63.7*	4.9%
